# Bioassay records deposited in PubChem by Broad Institute.
# ARNT TACC3 PPI: disrupts binding between human ARNT and TACC3. Q9Y6A5. AlphaScreen His-ARNT PAS-B/GST-TACC3 binding, luminescence; TACC3 fragment carries E629A point mutation. inhibition, % at 9.99 µM. 390,000 tested, 0.66% active;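 active = mean inhibition of replicates at least 50% and at least half of replicates each reaching 50%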;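 also: 0% = complete ARNT plus TACC3 wells and 100% = ARNT alone without TACC3; many hits fall short of the cut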
# PglD DTNB: inhibitors of Campylobacter jejuni PglD acetyltransferase; purified PglD enzyme, DTNB colorimetric CoA detection; inhibition, % at 12.5 µM; 360,000 tested, 0.098% active; AID 602405; in the data active = inhibition above about 16%, passing the limit was not always enough; also: strong numbers were not always called active
# RAD54 inh: inhibitors of human RAD54 branch migration; RAD54 Holliday junction branch migration, FAM/BHQ fluorescence; Q92698; inhibition, % at 10.4 µM; 360,000 tested, 0.14% active;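 active = mean normalized replicate activity at least 40 and at least half of replicates scoring 40 or more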;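 also: 0% = median of neutral control wells and 100% = median of positive control wells; inhibitors cause a drop in the FAM fluorescence signal; in these data hits start at about 50%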
# esBAF inh: SWI/SNF esBAF complex inhibition. 350,000 tested, 2% active. mouse ES cells, Bmi1-luciferase knock-in reporter, 24 h; 100% = twice the neutral-well signal. reporter increase, % at 12.5 µM. AID 602393; in the data active = activation above about 40%;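 also: 0% = median of the plate's neutral control wells and 100% = double that signal; a rise in the Bmi1 reporter signal indicates esBAF inhibition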
# Casp6 inh: inhibitors of human caspase-6. purified caspase-6, Z-VEID-R110 cleavage fluorescence. inhibition, % at 12.5 µM. 350,000 tested, 0.53% active. AID 686996;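 active = mean inhibition across replicates at least about 35%, with every replicate also reaching that limit, limit read from the data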;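 also: 0% = median of neutral control wells and 100% = no fluorescence left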
# Target sequence (P55212 24-179 limits assumed): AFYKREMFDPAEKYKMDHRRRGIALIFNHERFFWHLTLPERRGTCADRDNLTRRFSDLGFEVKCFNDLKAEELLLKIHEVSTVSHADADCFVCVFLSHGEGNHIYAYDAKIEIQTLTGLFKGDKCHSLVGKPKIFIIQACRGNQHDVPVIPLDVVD
# Target sequence (P55212 194-293 limits assumed): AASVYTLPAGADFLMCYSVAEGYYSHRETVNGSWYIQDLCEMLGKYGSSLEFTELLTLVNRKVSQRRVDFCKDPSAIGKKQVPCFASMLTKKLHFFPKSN
# ERp5 inh: blocks human ERp5 reductase activity on insulin; Q15084; inhibition, % at 9.99 µM; 350,000 tested, 0.05% active; ERp5 insulin aggregation, absorbance 650 nm, 90 min; AID 651711;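 active = mean replicate inhibition above about 25%, with every replicate also reaching it, limit read from the data, passing the limit was not always enough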
# RAD52 inh: inhibitors of human RAD52 DNA annealing; inhibition, % at 18.7 µM; 360,000 tested, 0.46% active; recombinant RAD52 DNA annealing, FRET fluorescence; P43351;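 active = every replicate showing at least 50% inhibition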
# Target sequence (P43351 whole entry, looked up): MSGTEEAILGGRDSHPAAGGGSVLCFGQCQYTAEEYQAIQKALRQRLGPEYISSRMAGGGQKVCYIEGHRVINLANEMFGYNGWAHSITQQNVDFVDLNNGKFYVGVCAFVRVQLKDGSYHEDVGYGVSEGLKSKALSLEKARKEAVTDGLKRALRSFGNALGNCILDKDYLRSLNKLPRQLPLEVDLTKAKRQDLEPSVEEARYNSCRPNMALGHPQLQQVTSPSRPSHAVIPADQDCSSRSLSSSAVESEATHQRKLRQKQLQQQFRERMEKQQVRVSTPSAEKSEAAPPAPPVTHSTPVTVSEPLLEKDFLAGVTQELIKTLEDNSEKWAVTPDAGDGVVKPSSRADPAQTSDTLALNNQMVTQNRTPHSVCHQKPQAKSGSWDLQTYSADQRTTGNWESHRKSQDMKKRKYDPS
# E-sel inducer: induces E-selectin expression in human endothelial cells; P16581; HUVEC E-selectin immunofluorescence imaging; normalized: neutral wells 0, TNF-alpha wells 100; activation, % at 7.58 µM; 260,000 tested, 0.37% active; AID 686992;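 active = mean E-selectin-positive cell signal at least 10% of the positive control, reached in at least 60% of replicates, without over 20% cell loss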;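 also: in these data hits start at about 27%; measured in HUVEC primary endothelial cells; signal is the percent of cells scored E-selectin positive by PE staining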
#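 Material: HUVEC primary endothelial cells; Amount: 3,000 cells per well; Dosing: single concentration; Medium: EGM-2 growth medium on 0.1% gelatin-coated wells; Read-out basis: percent E-selectin-positive cells; Signal: immunofluorescence imaging; Control set: TNF-alpha, DMSO.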
# Active calls of the source: *; i = inactive; nt = not tested or not shown.
entry	Molecule	ARNT TACC3 PPI	PglD DTNB	RAD54 inh	esBAF inh
1	CCOC(=O)c1ccc(S(=O)(=O)N2CCN(C(=O)c3cc(=O)c4ccccc4o3)CC2)cc1	5	7	2	-5
2	COC(=O)c1sccc1NC(=O)c1cc(OC)c(OC)c(OC)c1	-10	1	-11	-7
3	COc1ccc(C(=O)C[n+]2cn(C(F)F)c3ccccc32)c(F)c1	2	-3	2	52*
4	CC(C)C(=O)N1CCN(c2ccc(NC(=S)NC(=O)c3cc4ccccc4o3)cc2)CC1	6	3	4	0
5	CC(=O)c1ccc(N2CCC(c3cc(-c4ccc(Cl)cc4)n[nH]3)CC2)c([N+](=O)[O-])c1	0	6	-12	-4
6	Cc1ccccc1CC(=O)NC1CCCc2ccccc21 (stereo unspecified)	-5	3	0	7
7	O=C1CC(Cc2ccc(Cl)cc2)C(=O)N1c1cc(Cl)ccn1 (stereo unspecified)	-8	nt	nt	nt
8	CC(C)c1ccc(N(CC(=O)O)S(=O)(=O)c2cccnc2)cc1	-3	-2	-14	2

entry	Casp6 inh	ERp5 inh	RAD52 inh	E-sel inducer
1	-3	-2	2	nt
2	nt	nt	nt	nt
3	6	2	-10	-3.7
4	0	-2	-17	-0.3
5	nt	nt	nt	nt
6	-1	1	-17	0.1
7	-2	7	-1	nt
8	0	3	-8	0.1

# The results go on:
entry	Molecule	ARNT TACC3 PPI	PglD DTNB	RAD54 inh	esBAF inh
9	CC(=O)Nc1ccc(C(=O)OCc2ccccc2Br)cc1	1	1	-11	19
10	O=C1CCC(=O)N1CCc1c[nH]c2ccccc12	-4	1	-16	0
11	Cc1ccc2c(O)c(C)c(=O)[nH]c2n1	-16	-2	-2	-1
12	Cc1cccc(-n2c(CNC(=O)c3ccc(S(=O)(=O)N4CCCCC4)cc3)n[nH]c2=S)c1	-18	nt	0	7
13	Cc1ccc(S(=O)(=O)N2CCCOC2CNC(=O)C(=O)NCCc2c[nH]c3ccccc23)cc1 (stereo unspecified)	9	-3	1	-9
14	CCOc1ccc(N(CC(=O)NC2CC2)S(=O)(=O)c2ccc(C)cc2)cc1	-6	6	12	3
15	CC(C)NC(=O)N(C)C[C@H]1Oc2ccc(NS(=O)(=O)c3cccs3)cc2CC(=O)N([C@@H](C)CO)C[C@@H]1C	-1	2	-6	-5
16	O=C([C@H]1[C@H](CO)[C@H]2Cn3c(ccc(C4=CCCC4)c3=O)[C@H]2N1Cc1nccs1)N1CCCCC1	2	0	0	-5

entry	Casp6 inh	ERp5 inh	RAD52 inh	E-sel inducer
9	-1	-4	12	-0.9
10	nt	nt	nt	nt
11	0	1	-7	nt
12	-1	6	0	0.1
13	nt	nt	nt	nt
14	0	-16	-6	nt
15	0	-6	0	-7.7
16	1	0	-29	-0.2

# (listing goes on)
entry	Molecule	ARNT TACC3 PPI	PglD DTNB	RAD54 inh	esBAF inh
17	O=C(/C=C/c1ccc(Cl)cc1Cl)c1nc2ccccc2[nH]1	-3	0	6	-6
18	C[C@H](CO)N1C[C@H](C)[C@H](CN(C)Cc2ccc(C(=O)O)cc2)Oc2ccc(NC(=O)CCN3CCOCC3)cc2CC1=O	-8	0	8	-2
19	Fc1ccc(-c2nc3c(-c4ccc(Cl)cc4)cnn3cc2CCN2CCOCC2)cc1	-11	nt	nt	nt
20	C[C@H](CO)N1C[C@H](C)[C@H](CN(C)C(=O)Nc2cccc3ccccc23)Oc2ccc(NC(=O)NC3CCCCC3)cc2C1=O	-5	-1	6	-2
21	C[C@@H]1CN([C@@H](C)CO)C(=O)c2cc(NC(=O)Nc3cccc4ccccc34)ccc2O[C@@H](C)CCCCO[C@@H]1CN(C)C(=O)NC1CCCCC1	7	0	-13	0
22	CCNC(=O)Nc1ccc2c(c1)C(=O)N(C)[C@@H]1CC[C@H](CC(=O)NC3CCCCC3)O[C@@H]1CO2	1	0	2	4
23	N#CC1(NC(=O)COC(=O)C23CC4CC(CC(O)(C4)C2)C3)CCCCC1	11	3	1	1
24	COc1ccc(CCNC(=O)CSc2nnc3ccc(-c4ccccn4)nn23)cc1OC	2	nt	nt	1

entry	Casp6 inh	ERp5 inh	RAD52 inh	E-sel inducer
17	nt	nt	nt	nt
18	nt	nt	nt	-0.2
19	0	0	-17	4.0
20	-2	9	-5	1.1
21	2	-5	9	0.5
22	1	1	0	0.2
23	-1	-15	-6	nt
24	-3	0	-6	-0.9

# More entries follow:
entry	Molecule	ARNT TACC3 PPI	PglD DTNB	RAD54 inh	esBAF inh
25	CC(C)C#Cc1cnc2c(c1)C(=O)N([C@@H](C)CO)C[C@H](C)[C@@H](CN(C)C(=O)Nc1ccccc1)O2	2	-5	0	-4
26	CCCCN1CC(C)(C)[C@H](CC(=O)Nc2ccccc2)C1=O	nt	2	-4	-2
27	C/C=C/c1ccc([C@H]2[C@@H](CO)N(CC3CCCC3)C23CN(C(=O)CC)C3)cc1	nt	nt	nt	nt
28	O=C(CN1C(=O)/C(=C\C=C\c2ccccc2)SC1=S)Nc1ccc(F)cc1	-6	nt	nt	nt
29	C[C@H]1CN([C@@H](C)CO)C(=O)c2cc(NC(=O)Nc3ccc4c(c3)OCO4)ccc2O[C@H]1CN(C)C(=O)Nc1ccc(C(F)(F)F)cc1	6	-2	-1	2
30	CC(C)CC#Cc1ccc([C@H]2[C@@H](CO)N3C(=O)CN(S(=O)(=O)c4cccc(F)c4)C[C@H]23)cc1	nt	nt	nt	nt
31	Cc1ccccc1C(=O)NNC(=O)CCC(=O)Nc1cccc(Cl)c1C	39	2	1	nt
32	Cc1ccc(-n2nnc3ccccc3c2=O)cc1C	6	5	-11	8

entry	Casp6 inh	ERp5 inh	RAD52 inh	E-sel inducer
25	0	3	-14	0.4
26	-1	2	-10	0.5
27	-2	-3	10	-0.2
28	-2	-6	-261	0.5
29	-2	22	12	0.0
30	1	-6	-17	0.7
31	0	8	-20	0.1
32	nt	nt	nt	nt

# (list continues)
entry	Molecule	ARNT TACC3 PPI	PglD DTNB	RAD54 inh	esBAF inh
33	O=C(C[C@@H]1CC[C@H]2[C@@H](COC[C@@H](O)CN2C(=O)c2cc(Cl)cc(Cl)c2)O1)N1CCc2ccccc2C1	-11	2	0	-4
34	COC(=O)c1ccc(NC(=O)CN(c2ccc(C)cc2)S(=O)(=O)c2c(C)nn(C)c2C)cc1	-4	1	1	-3
35	Nc1ccc2nc3c(=O)[nH]c(=S)[nH]c3nc2c1	18	nt	nt	nt
36	O=C(COC(=O)c1ccc([N+](=O)[O-])cc1)NCCC1=CCCCC1	-8	0	5	0
37	COC(=O)C[C@@H]1CC[C@@H]2[C@H](COc3ccc(NC(=O)C4CC4)cc3C(=O)N2C)O1	-1	-1	1	-3
38	C[C@]12c3[nH]c4ccc(Cl)cc4c3CCN1C(=O)[C@@H](CC(=O)NCCc1ccccn1)C[C@@H]2C(=O)N1CCOCC1	0	-3	4	1
39	CCOc1cccc(CNCCCSc2ncccn2)c1	nt	4	1	-8
40	CSc1ccc(C2C(C#N)=C(N)Oc3cc4c(cc32)OCO4)cc1 (stereo unspecified)	27	-2	-8	4

entry	Casp6 inh	ERp5 inh	RAD52 inh	E-sel inducer
33	-4	-2	-7	-0.1
34	3	5	-7	nt
35	5	6	i	0.1
36	-3	1	-15	nt
37	-1	-2	2	-0.1
38	-4	3	-3	-0.1
39	-41	-2	-6	-0.2
40	-1	3	-3	nt

# Reprinted at random: two compounds from above
entry	Molecule	ARNT TACC3 PPI	PglD DTNB	RAD54 inh	esBAF inh
7	O=C1CC(Cc2ccc(Cl)cc2)C(=O)N1c1cc(Cl)ccn1 (stereo unspecified)	-8	nt	nt	nt
14	CCOc1ccc(N(CC(=O)NC2CC2)S(=O)(=O)c2ccc(C)cc2)cc1	-6	6	12	3

entry	Casp6 inh	ERp5 inh	RAD52 inh	E-sel inducer
7	-2	7	-1	nt
14	0	-16	-6	nt

# (continued)
entry	Molecule	ARNT TACC3 PPI	PglD DTNB	RAD54 inh	esBAF inh
41	CC1CN(c2ccc(NC(=S)Nc3ccc(N4CC(C)OC(C)C4)cc3)cc2)CC(C)O1 (stereo unspecified)	14	-2	3	-5
42	Cc1cc(C)cc(C(=O)NC(CC(N)=O)c2ccc(NC3CCCC3)c([N+](=O)[O-])c2)c1 (stereo unspecified)	-4	-4	-1	9
43	COc1ccc2cc(S(=O)(=O)n3cnc(C)c3)ccc2c1	nt	-4	4	nt
44	COCCN(C(=O)CNC(=O)c1cccs1)C(C(=O)NC(C)(C)C)c1ccccc1 (stereo unspecified)	-2	nt	nt	nt
45	CN(C)c1ccc(-c2noc(C3CCN(C(=O)Nc4ccc(Cl)cc4)CC3)n2)cc1	18	2	13	nt
46	COc1ccc(CNC(=O)COC(=O)CC(NC(N)=O)c2ccc(Cl)cc2)cc1OC (stereo unspecified)	3	2	-4	1
47	C[C@@H]1CN([C@H](C)CO)C(=O)c2cc(NS(=O)(=O)c3ccc(F)cc3)ccc2O[C@@H]1CN(C)S(=O)(=O)c1ccc(F)cc1	-7	4	-6	-3
48	C[C@H](CO)N1C[C@H](C)[C@@H](CN(C)C(=O)Nc2ccc3c(c2)OCO3)Oc2ccc(NC(=O)Nc3cccc4ccccc34)cc2C1=O	-1	-2	0	21

entry	Casp6 inh	ERp5 inh	RAD52 inh	E-sel inducer
41	-2	6	-9	-0.1
42	-2	5	-11	-0.2
43	-3	1	-8	nt
44	0	0	-8	nt
45	-2	1	0	-1.9
46	0	0	-13	nt
47	-1	4	3	-0.3
48	nt	nt	-5	0.0

# Additional compounds
entry	Molecule	ARNT TACC3 PPI	PglD DTNB	RAD54 inh	esBAF inh
49	O=C(Nc1ccccc1)Nc1ccccn1	-26	-3	-1	45*
50	O=C(CSc1nnc(-c2ccc(F)cc2)o1)N1CCCCC1	-5	4	-13	34
51	CC(C)(C)OC(=O)NC(Cc1ccccc1)C(=O)N1CCC(C(=O)NCC(=O)Nc2ccc(F)cc2)CC1 (stereo unspecified)	5	3	-10	5
52	CC(O)[C@@]1(O)CC[C@H]2[C@@H]3CC[C@H]4C[C@@H](O)CC[C@]4(C)C3=CC[C@@]21C (stereo partly specified)	-3	-2	1	-7
53	CCc1ccc(C(O)c2ncc(-c3cccc(C(F)(F)F)c3)[nH]2)cc1 (stereo unspecified)	nt	5	0	12
54	CC(N=Cc1nc(-c2ccccc2)oc1O)c1ccccc1 (stereo unspecified)	13	-4	0	15
55	C=CCn1c(C2CC(=O)N(c3ccc(C)cc3)C2)nc2ccccc21 (stereo unspecified)	-1	5	2	-3
56	O=C(NCCCN1CCCCC1)C1CCC(=O)N1CCc1ccccc1 (stereo unspecified)	13	-7	14	-11

entry	Casp6 inh	ERp5 inh	RAD52 inh	E-sel inducer
49	nt	nt	nt	nt
50	3	3	-2	-0.2
51	-1	11	-298	7.2
52	-2	-1	8	1.5
53	-2	3	-32	0.0
54	nt	nt	nt	nt
55	nt	nt	nt	nt
56	nt	nt	nt	nt

# Remaining list, next part.
entry	Molecule	ARNT TACC3 PPI	PglD DTNB	RAD54 inh	esBAF inh
57	C[C@@H](O)C#Cc1ccc2c(c1)O[C@@H](CN(C)Cc1ccncc1)[C@@H](C)CN([C@@H](C)CO)S2(=O)=O	0	-5	4	-12
58	O=C(C[C@H]1C[C@@H]2c3cc(NC(=O)CC4CC4)ccc3O[C@@H]2[C@H](CO)O1)NCc1ccc2c(c1)OCO2	nt	5	-19	2
59	Cc1cc(/C=C\c2ccccc2)nc2ccccc12	6	nt	nt	nt
60	COC(=O)C1=NN(C(=O)c2ccccc2)C(C)(O)C1 (stereo unspecified)	-6	0	-4	-2
61	O=C(CCc1nnc(Cc2ccc(-c3ccccc3)cc2)o1)NCCc1cccnc1	-11	nt	nt	0
62	N=c1c2c(-c3ccccc3)c(-c3ccccc3)n(Cc3ccccc3)c2ncn1CCCO	1	-5	11	-12
63	COCC1CCCN(C(=O)c2ccc3oc(Cc4ccc(Cl)cc4)nc3c2)C1 (stereo unspecified)	-1	nt	2	11

entry	Casp6 inh	ERp5 inh	RAD52 inh	E-sel inducer
57	0	-4	8	0.1
58	0	2	3	-0.5
59	-3	-3	-3	nt
60	-2	-1	3	nt
61	3	-1	-8	0.0
62	nt	nt	nt	nt
63	2	4	-13	nt
